DT40 TDP1 no CPT: qHTS for Inhibitors of human tyrosyl-DNA phosphodiesterase 1 (TDP1): qHTS in cells in absence of CPT | DT40 Tdp1-/- hTDP1 cells, no CPT, ATP luminescence, 48 h | Potency, µM (series often up to 46.2 µM), for the others: at the top dose activity change, negative = growth inhibition, most hits filed as inhibitors | actives 15% (n = 420,000) | AID 686978, 2013; also: nearly all actives have a fitted effect of over 55% in size
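Luminescent ATP content (CellTiter-Glo) served as the growth readout. Knockout chicken DT40 cells expressing human TDP1 were exposed to compounds without camptothecin for a minimum 48 hr at 37 °C.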
GCN5L2 inh: blocks human GCN5L2 histone acetyltransferase. Q92830. GCN5L2 HAT assay, ThioGlo1 CoA-SH fluorescence. Potency, µM (highest dose often 58.9 µM), for the others: at the top dose activity change, negative = inhibition, usual class: inhibitors. actives 0.21% (n = 390,000). AID 504327
Target sequence (Q92830 whole entry, looked up): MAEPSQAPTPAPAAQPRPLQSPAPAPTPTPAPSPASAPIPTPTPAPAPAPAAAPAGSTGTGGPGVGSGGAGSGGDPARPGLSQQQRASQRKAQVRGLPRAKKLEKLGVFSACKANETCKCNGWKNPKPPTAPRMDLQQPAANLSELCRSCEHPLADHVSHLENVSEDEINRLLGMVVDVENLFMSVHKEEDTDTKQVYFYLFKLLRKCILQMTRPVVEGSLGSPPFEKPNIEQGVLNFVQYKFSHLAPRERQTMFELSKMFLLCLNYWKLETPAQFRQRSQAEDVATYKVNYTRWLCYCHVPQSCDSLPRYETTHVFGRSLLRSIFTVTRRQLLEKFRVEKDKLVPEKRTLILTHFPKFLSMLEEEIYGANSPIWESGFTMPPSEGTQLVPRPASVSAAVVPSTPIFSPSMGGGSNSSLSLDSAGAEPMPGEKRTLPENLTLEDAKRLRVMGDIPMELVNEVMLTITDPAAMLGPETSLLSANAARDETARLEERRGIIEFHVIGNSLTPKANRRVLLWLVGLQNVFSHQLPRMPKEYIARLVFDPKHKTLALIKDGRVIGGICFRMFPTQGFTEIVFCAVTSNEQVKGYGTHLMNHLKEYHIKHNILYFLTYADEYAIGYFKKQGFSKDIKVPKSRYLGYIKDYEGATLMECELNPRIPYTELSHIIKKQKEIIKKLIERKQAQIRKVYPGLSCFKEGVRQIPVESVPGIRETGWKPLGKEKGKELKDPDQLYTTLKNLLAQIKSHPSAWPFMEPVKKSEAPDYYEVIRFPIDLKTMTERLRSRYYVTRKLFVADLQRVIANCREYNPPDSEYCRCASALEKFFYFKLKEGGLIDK
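qHTS, 1536-well. 20nM enzyme, pH 7.5 HEPES/EDTA/Tween-20 buffer; 15 min compound preinc., RT. Start: 75uM H3(1-25), 70uM AcCoA, 50uM ThioGlo1. Read Ex340/Em540 at t=0 (autofluorescence flag) and t=20 min.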
DT40 TDP1 CPT: growth inhibition of DT40 Tdp1-/-;hTDP1 cells with camptothecin (screen for TDP1 inhibitors). chicken DT40 Tdp1-/-;hTDP1 cells + 20 nM CPT, ATP luminescence, 48 h. Potency, µM (titrated, usually from 46.2 µM), for the others: top-dose activity change, negative = growth inhibition, actives largely listed as inhibitors. actives 12% (n = 420,000). AID 686979; also: nearly all actives have a fitted effect of over 55% in size
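Chicken DT40 Tdp1-/- cells complemented with human TDP1, 400 cells/well, exposed to compounds plus 20 nM camptothecin for at least 48 h at 37 C; viability read as ATP content by CellTiter-Glo luminescence.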
Starred values were filed as active, the others as inactive; ? = inconclusive; . = not tested or not shown; & = joins results of further samples. Calls follow the shape of the dose curve; as a rule, active = well fitted curve in the direction sought with a large enough effect; inconclusive = small, poorly fitted or top-dose-only effect, or another doubt; inactive = no such curve, though single readings can be large; an effect the other way counts as inactive or inconclusive. % is scaled to controls: 0 for no effect and ±100 for the full control effect; potency is read from the fitted curve at half-maximal effect.

SMILES	DT40 TDP1 no CPT	GCN5L2 inh	DT40 TDP1 CPT
CSC1=NC(NCCCO)c2c(sc3c2CC(C)(C)OC3)N1 (centres undefined)	?	-9%	-27%
O=[N+]([O-])c1cccc(-c2n[nH]c(=S)n2-c2ccccc2)c1	-6%	1%	3%
Cc1ccc(-c2sc(C(=O)Nc3ccc(Br)cc3)cc2CC(=O)O)cc1	-1%	0%	2%
CN1CCN(c2ccc(Nc3ccnc4cc(Cl)ccc34)cc2)CC1	5.8µM*	-5%	4.6µM*
CN(CC(=O)Nc1ccc(N2CCOCC2)cc1)C(=O)CC(c1ccccc1)c1ccccc1	-18%	-3%	-17%
CCC(CO)Oc1cc(NCc2cccc(Cl)c2)c2ncn(C(C)C)c2c1 (centres undefined)	?	-6%	?
C=CC[C@@H](CC(=O)NCCO)C(=O)N[C@@H](C)COC(=O)[C@@H](CC=C)Cc1ccc(F)cc1	-2%	-4%	3%
Cc1cccc(C)c1NC(=O)COC(=O)C1C2CC3OC(=O)C1C3C2 (centres undefined)	14%	-2%	-6%
CCCCn1c(N)c(N(CC)C(=O)c2c(C)noc2C)c(=O)[nH]c1=O	2%	-2%	6%
CC1=C(C(N)=O)C(c2ccncc2)n2nc(-c3ccccc3Cl)nc2N1 (centres undefined)	-72%	1%	-6%
O=C(Nc1cccc(S(=O)(=O)NC2=NCCC2)c1)c1ccc(F)cc1F	-20%	-9%	?
COc1ccc(C2CC(=O)C(C=NCCN3CCN(C(C)=O)CC3)=C(O)C2)cc1 (centres undefined)	-15%	-1%	-3%
CC(=O)Nc1cccc(OCCCNC(=O)c2cccc3ccccc23)c1	?	-12%	-12%
C/C(=N\NC(=O)c1nnn(-c2nonc2N)c1CN1CCOCC1)c1ccc(CC(C)C)cc1	-8%	-3%	7%
CCOc1ccccc1N(CC(=O)NCC1CCCO1)C(=O)CCC(=O)Nc1ccccn1 (centres undefined)	0%	-8%	-4%

In the list so far, these have sulfur:
SMILES	DT40 TDP1 no CPT	GCN5L2 inh	DT40 TDP1 CPT
CSC1=NC(NCCCO)c2c(sc3c2CC(C)(C)OC3)N1 (centres undefined)	?	-9%	-27%
O=[N+]([O-])c1cccc(-c2n[nH]c(=S)n2-c2ccccc2)c1	-6%	1%	3%
Cc1ccc(-c2sc(C(=O)Nc3ccc(Br)cc3)cc2CC(=O)O)cc1	-1%	0%	2%
O=C(Nc1cccc(S(=O)(=O)NC2=NCCC2)c1)c1ccc(F)cc1F	-20%	-9%	?

Returning to the listing, starting 2 compounds before the break.
SMILES	DT40 TDP1 no CPT	GCN5L2 inh	DT40 TDP1 CPT
C/C(=N\NC(=O)c1nnn(-c2nonc2N)c1CN1CCOCC1)c1ccc(CC(C)C)cc1	-8%	-3%	7%
CCOc1ccccc1N(CC(=O)NCC1CCCO1)C(=O)CCC(=O)Nc1ccccn1 (centres undefined)	0%	-8%	-4%
CCN(CC)c1ccc(NC(=O)c2ccc(Br)o2)c(C)c1	?	-8%	?
COc1ccc(-c2noc(CSc3nnc(Cc4ccccc4)n3-c3cccc(C)c3)n2)cc1OC	21µM*	3%	16µM*
COc1ccc(-c2cc(C(F)(F)F)n3nc(C(=O)NCc4ccco4)c(Cl)c3n2)cc1	-20%	4%	?
Cc1ccccc1Nc1nc(N)nc(CN2C(=O)NC3(CCCCC3C)C2=O)n1 (centres undefined)	-14%	-2%	0%
CC(O)(c1ccccc1)[N+]1(CC(=O)c2ccccc2)C=CC=C1 (centres undefined)	-15%	.	-21%
Nc1ccc(S(=O)(=O)NC(=O)c2ccccc2)cc1	-3%	-3%	-2%
COc1ccc(Cl)cc1CNCCCSc1ncccn1	-26%	-1%	-20%
COc1ccc(Cn2nnnc2C(c2ccncc2)N2CCOCC2)cc1 (centres undefined)	-17%	-21%	-1%
O=[N+]([O-])c1ccc2cn(-c3ccccc3)nc2c1	?	1%	?
C=CCn1c(SCC(=O)NCc2ccco2)nnc1-c1ccc2ccccc2n1	18µM*	?	?
COc1ccc(NC(=O)C2CCN(S(=O)(=O)c3cccc4cccnc34)CC2)cc1	?	-5%	?
CCOc1ccc(CNC(=O)CCS(=O)(=O)c2ccc3c(c2)oc(=O)n3C)cc1	0%&-11%	-23%&2%	10%&-7%
COc1cccc(-n2c(=O)c3c(C)c(C(=O)N(C)C)sc3n(Cc3ccc(F)cc3Cl)c2=O)c1	18µM*	4%	?
COC(=O)[C@H](CCSC)NC(=O)Nc1cc(C)ccc1C	-4%	-3%	-7%
CCN(C(=O)CSc1nncn1-c1ccccc1)c1c(N)n(Cc2ccccc2)c(=O)[nH]c1=O	4%	0%	8%
Nc1cc(Cl)ccc1C(=O)OCC(=O)N1CCCC1	-21%	0%	7%
O=C(Cn1c(=O)nc(-c2ccccc2)c2cc(Cl)ccc21)N1CCN(c2ccccc2F)CC1	-22%	0%	?
COCCN1CN=C(NS(=O)(=O)c2ccc(C)cc2)NC1	4%	-15%&0%	1%
CCOC(=O)c1cc(-c2csc(N/N=C/c3ccccc3Cl)n2)on1	?	-6%	?
O=C(c1cccc(F)c1)N1CCN(c2cccc(C(F)(F)F)c2)CC1	?	-9%	?
CCCc1noc2c1C(c1cc(Br)ccc1F)C(C#N)=C(N)N2 (centres undefined)	?	-7%	?
CCOC(=O)c1cc(C#N)c(SCc2cccc3ccccc23)nc1C	?	-2%	-6%
CC(C)(C)c1ccc(OCC(=O)N/N=C/C2CC=CCC2)cc1 (centres undefined)	?	-4%	?
COc1ccccc1Nc1c2c(nc3ccc(NC(=O)/C=C/c4cccc(OC)c4OC)cc13)CCCC2	4.1µM*	-16%	3.3µM*
O=C(NCc1ccco1)C1CCN(C(=O)c2ccc(Cl)cc2Cl)CC1	0%	-3%	11%
CCc1ccc(-c2cc(C)no2)cc1S(=O)(=O)N1CCN(c2ccccn2)CC1	?	-6%	?
Cc1ccc(NC(=O)c2cc(NC(=O)CCC(=O)O)ccc2N2CCCCC2)cc1	-15%	1%	-1%
CC1(C)Cc2cccc(OCC(=O)N3CCN(c4ccccc4Cl)CC3)c2O1	?	-28%	?
N=c1ccn2c(n1)O[C@H]1[C@@H](CO)[C@H](O)O[C@H]12	0.0058µM*	-2%	0.037µM*
CS(=O)(=O)N1CCN(c2ccc([N+](=O)[O-])cc2C(F)(F)F)CC1	?	-5%	?

Reformatted field by field: three of the compounds above.
CCc1ccc(-c2cc(C)no2)cc1S(=O)(=O)N1CCN(c2ccccn2)CC1
  DT40 TDP1 no CPT = ?; GCN5L2 inh = -6%; DT40 TDP1 CPT = ?
COCCN1CN=C(NS(=O)(=O)c2ccc(C)cc2)NC1
  DT40 TDP1 no CPT = 4%; GCN5L2 inh = -15%&0%; DT40 TDP1 CPT = 1%
O=C(NCc1ccco1)C1CCN(C(=O)c2ccc(Cl)cc2Cl)CC1
  DT40 TDP1 no CPT = 0%; GCN5L2 inh = -3%; DT40 TDP1 CPT = 11%

Other compounds follow.
SMILES	DT40 TDP1 no CPT	GCN5L2 inh	DT40 TDP1 CPT
COCCn1c(=O)c(CCc2ccccc2)nc2cnc(OCc3ccccc3)nc21	?	-10%	?
O=C(Cc1ccccc1)c1nnc(-c2ccccc2)o1	-13%	-1%	12%
O=c1nc2ccccc2c(NS(=O)(=O)c2ccccc2)n1-c1ccccc1	-18%	-10%	-5%
CCCNC(=O)N1C[C@H](O)COC[C@H]2O[C@@H](CC(=O)N[C@@H]3CCN(Cc4ccccc4)C3)CC[C@@H]21	-2%	.	10%
O=C1[C@@H]2C(Cc3ccc(O)cc3)NC3(C(=O)Nc4ccc(F)cc43)[C@@H]2C(=O)N1c1ccc(F)cc1 (some centres undefined)	-8%	-30%	-25%
Cc1ccccc1Cn1cc(C)c(=O)[nH]c1=O	-10%	25%	3%
Cc1cccc(N2CCN(C(=O)Cn3cnc4c3c(=O)n(C)c(=O)n4C)CC2)c1C	18µM*	-4%	23µM*
COc1ccc(-c2nc(Cn3c(SCc4cccc(F)c4)nc4cccnc43)c(C)o2)cc1	?	-12%	?
O=C(Nc1cc(Cl)ccc1O)c1cc2n(n1)C(C(F)(F)F)CC(c1ccc3c(c1)OCO3)N2 (centres undefined)	16µM*	-10%	23µM*
Cc1ccc(Cc2c(-c3cccc(Cl)c3)nc3c(C)cc(Br)cn23)cc1	21µM*	.	15µM*
Cc1ccc(C(=O)c2cc3c(cc2N)OCCO3)cc1	-22%	-2%	-20%
COc1cc(/C=N/NC(=O)CNC(=O)c2ccccc2)ccc1OC(=O)c1cccs1	-11%	?	5%
CC(C)OCCCNC(=O)c1ccc(CSc2nc3cccnc3n2Cc2ccccc2)cc1	23µM*	-1%	?
CCN1C(=O)[C@H]2[C@@H](c3ccc(C)cc3)N3C(=O)N(c4ccccc4)C(=O)[C@@]3(Cc3ccccc3)[C@H]2C1=O	-1%	-7%	-10%
Cc1nn(-c2ccccc2)c(C)c1C(=O)OCC(=O)c1c(N)n(CC(C)C)c(=O)n(C)c1=O	18µM*	-9%	21µM*
CCCC(C)C(=O)Nc1nnc(CCc2ccccc2)s1 (centres undefined)	?	-8%	?
COc1ccc(CCNC(=O)c2cc(-c3ccccn3)nc3c(Cl)cccc23)cc1OC	?	-2%	-21%
O=C(NCCCc1ccccc1)c1ccc(F)cc1	-16%	-12%	1%
COc1cccc(CSc2nnc(-c3ccc(F)cc3)o2)c1	-6%	0%	-18%
CC[C@]12c3[nH]c4cc(-c5ccco5)ccc4c3CCN1C(=O)[C@@H](CC(=O)NC(C)(C)C)C[C@@H]2C(=O)N1CCN(C(=O)C2CC2)CC1	21µM*	-4%	15µM*
CCOc1ccccc1/C=N/NC(=O)c1nnn(-c2nonc2N)c1CN1CCCCCC1	-15%	.	-16%
Cc1ccc(-n2ncc3c(=O)n(CC(=O)Nc4cccc(Cl)c4)cnc32)cc1C	-16%	-1%	-12%
COc1cc(OC)c2c(-c3ccccc3)cc(=O)oc2c1C(CC(=O)N1CCOCC1)c1ccc(N(C)C)cc1 (centres undefined)	?	-7%	?
Cc1ccc(-n2nc3c(=S)[nH]nc(C)c3c2C)cc1	-22%	-7%	-4%
CCOc1ccc(CNC(=O)CCS(=O)(=O)Cc2cccc(Cl)c2)cc1OC	11%	-2%	1%
CNC(=S)N1CCn2cccc2C1c1ccc(F)cc1 (centres undefined)	-22%	-6%	2%
Cc1ccccc1-c1ncnn1-c1sc2c(c1C#N)CCCCC2	-16%	-4%	-25%
Cc1nc(SC(C)C(=O)NC2CCCCC2C)c2c(C)c(C)sc2n1 (centres undefined)	-22%	-12%	-28%
COc1ccc(Cl)cc1NC(=O)CN1CCN(S(=O)(=O)c2ccc(F)cc2)CC1	-21%	0%	-7%
O=C1c2ccsc2SCCN1Cc1cccc(Cl)c1	?	-6%	?
Cc1ccc(S(=O)(=O)Nc2ccc3c(c2)C(=O)NC3=O)cc1[N+](=O)[O-]	-10%	-9%	-10%
CCN(CC)CCCNC(=S)N(CCO)Cc1cc2cc3c(cc2[nH]c1=O)OCCO3	1%	-1%	-15%
COc1ccccc1-c1cncnc1NCCNC(C)=O	?	?	?
COc1c(Cl)cc(C(=O)Nc2ccccc2-c2ccccc2)cc1Cl	29µM*	?	?
Cc1nc2sc3c(c2c2nnc(SCC(=O)NCc4ccco4)n12)CCCC3	?	-19%	-25%
CCC(C)(C)C(=O)O	-9%	4%	11%
Cc1cc(C)c(C)c(OCCN2CC(C)OC(C)C2)c1 (centres undefined)	-19%	-1%	-16%
FC(F)(F)c1cccc(-c2cc3nc(NCCCn4ccnc4)ccn3n2)c1	?	.	?
CCOC(=O)N1CCC(NC(=O)c2cnn(-c3ccc(C)cc3)c2-n2cccc2)CC1	26µM*	-9%	?
COc1cccc(CN2CCN(c3ncccn3)CC2)c1	-14%	-10%	-16%
O=C1CSC(c2cn(-c3ccccc3)nc2-c2cc3ccccc3oc2=O)N1Cc1cccnc1 (centres undefined)	-11%	-18%	-9%
Cc1ccc(NC(=O)c2oc3ccc(S(=O)(=O)N4CCCCC4)cc3c2C)cc1C	-24%	-23%	?
COc1ccccc1-c1coc2c(CN3CCCCC3C)c(O)ccc2c1=O (centres undefined)	16%	?	2%
Cc1ccc(N2C(=O)CSC2c2c(F)cccc2Cl)cc1 (centres undefined)	-27%	-5%	?
COc1cc2c(cc1OC)CN(C(=O)CSc1nc3[nH]ncc3c(=O)n1-c1ccccc1)CC2	-23%	-7%	2%
COc1ccc(NC(=O)c2cc3ccccc3cc2OC)cc1OC	18µM*	-2%	?
COc1ccc(Nc2ncc(C(=O)Nc3cccc(Cl)c3)c3ccccc23)cc1	?	-6%	?

Source: PubChem BioAssay (National Center for Advancing Translational Sciences (NCATS))

The list is partial; rates above refer to the full screens.
